# Screening data deposited in PubChem by National Center for Advancing Translational Sciences (NCATS).
# Anesthetic bind = binds horse apoferritin like a general anesthetic; Potency, µM (titrated, usually from 77.5 µM), inactives show at the top dose activity change, negative = displacement, actives largely listed as inhibitors; P02791; apoferritin/1-aminoanthracene competitive binding, fluorescence; 350,000 compounds, 0.074% hits; also: potency is read from the fitted curve at half-maximal effect; % is scaled to controls: 0 for no effect and ±100 for the full control effect; nearly all actives have a fitted effect of over 20% in size
# Target sequence (P02791 2-175 limits assumed): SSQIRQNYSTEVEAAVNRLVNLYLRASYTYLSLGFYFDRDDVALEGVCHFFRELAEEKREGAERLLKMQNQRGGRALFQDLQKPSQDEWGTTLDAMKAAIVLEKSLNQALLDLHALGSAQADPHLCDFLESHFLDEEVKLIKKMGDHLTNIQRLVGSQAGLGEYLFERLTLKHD
#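 Horse-spleen apoferritin (10 uM) in 50% saturated 1-aminoanthracene in PBS was incubated 10 min at room temperature with compound. Fluorescence (ex 380, em 535 nm) was normalized to free and bound 1-AMA, with concentration-response fitted by a four-parameter Hill equation.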
# RXFP1 antagonist = blocks the human relaxin receptor RXFP1. Q9HBX9. activity change, negative = inhibition, % at 57.5 µM. 350,000 compounds, 0.59% hits. HEK293-RXFP1, relaxin-stimulated cAMP HTRF, 30 min; hits give low values;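 active = activity change of -60% or lower, but not beyond a set lower limit; inconclusive = change between -60% and -40%, or beyond the set limit; inactive = change above -40%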; also: % is scaled to controls: 0 for no effect and ±100 for the full control effect
# Pol beta inh = blocks human DNA polymerase beta activity; P06746; Pol beta primer extension/strand displacement, fluorescence kinetic; Potency, µM (doses to about 114 µM), without a hit: at the top dose activity change, negative = inhibition, hits mostly inhibitors; 340,000 compounds, 1.3% hits; AID 485314; also: potency is read from the fitted curve at half-maximal effect; % is scaled to controls: 0 for no effect and ±100 for the full control effect
#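 Enzyme-only controls used 10 nM Pol beta; buffer lacking enzyme served as negative control. Compound preincubated 15 min, then 50 nM substrate added; 0 and 10 min reads at room temperature.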
# BLM helicase inh = blocks DNA unwinding by human BLM helicase; P54132; 350,000 compounds, 0.2% hits; Potency, µM (series often up to 56.1 µM), without a hit: at the top dose activity change, negative = inhibition, most hits filed as inhibitors; recombinant BLM DNA unwinding, fluorescence dequenching;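 also: potency is read from the fitted curve at half-maximal effect; plate controls were vehicle for no effect and no enzyme for full effect; nearly all actives have a fitted effect of over 35% in size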
# POLH inh = DNA polymerase eta (human) inhibition. recombinant Pol eta, fluorescent DNA replication assay. Potency, µM (top dose mostly 114 µM), for inactives: top-dose activity change, negative = inhibition, usual class: inhibitors. Q9Y253. 390,000 compounds, 1.2% hits; also: potency is read from the fitted curve at half-maximal effect; % is scaled to controls: 0 for no effect and ±100 for the full control effect
#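 Fluorescent replication assay: 50 nM final substrate added after a 15 min room-temperature compound preincubation with 10 nM enzyme. Signal taken at 0 min and again at 10 min.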
# APE1 inh = APE1 (human) endonuclease inhibition; AID 2517; 350,000 compounds, 0.35% hits; recombinant APE1, TAMRA/BHQ-2 abasic DNA cleavage fluorescence; Potency, µM (highest dose often 65.8 µM), for the others: at the top dose activity change, negative = inhibition, usual class: inhibitors;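 also: potency is read from the fitted curve at half-maximal effect; plate controls were vehicle for no effect and reference inhibitor for full effect; nearly all actives have a fitted effect of over 55% in size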
#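 Step 1: APE1 (0.75 nM) with compound, 15 min RT. Step 2: add 50 nM fluorophore/quencher THF duplex. Step 3: three fluorescence reads 60 s apart (525/598 nm); read 3 minus read 1 = reaction progress.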
# POLI inh = DNA polymerase iota (human) inhibition. Q9UNA4. Pol iota fluorescent replication assay, 10 min. Potency, µM (top dose mostly 115 µM), for inactives: at the highest dose activity, negative = inhibition, hits mostly inhibitors. 390,000 compounds, 1% hits. AID 588590; also: potency is read from the fitted curve at half-maximal effect
#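 Pol iota at 10 nM preincubated 15 min with compounds at room temperature; reaction started with fluorescent substrate, 50 nM final. Fluorescence read kinetically at 0 and 10 min; buffer-only wells as negative control.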
# PGK inhibitor = blocks T. brucei phosphoglycerate kinase. P07378. PGK/GAPDH coupled, Kinase-Glo luminescence, 60 min. Potency, µM (series often up to 57.5 µM), for inactives: top-dose activity change, negative = inhibition, usual class: inhibitors. 380,000 compounds, 0.043% hits. AID 602233; also: potency is read from the fitted curve at half-maximal effect; % is scaled to controls: 0 for no effect and ±100 for the full control effect; nearly all actives have a fitted effect of over 60% in size
#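 Recombinant glycosomal PGK reaction used 1,3-bisphosphoglycerate generated in-well by GAPDH (100nM final) in 100mM TEA pH 7.6, 5mM MgCl2, 0.01% Tween-20. After 60 minutes at room temperature, ATP was read by Kinase-Glo Plus luminescence end-point.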
# Pol kappa inh = blocks human DNA polymerase kappa activity | purified Pol kappa, fluorescent DNA synthesis assay, 10 min | 400,000 compounds, 0.53% hits | AID 588579 | Potency, µM (doses to about 107 µM), without a hit: at the highest dose activity, negative = inhibition, usual class: inhibitors | Q9UBT6; also: potency is read from the fitted curve at half-maximal effect; % is scaled to controls: 0 for no effect and ±100 for the full control effect
# Target sequence (Q9UBT6 whole entry, looked up): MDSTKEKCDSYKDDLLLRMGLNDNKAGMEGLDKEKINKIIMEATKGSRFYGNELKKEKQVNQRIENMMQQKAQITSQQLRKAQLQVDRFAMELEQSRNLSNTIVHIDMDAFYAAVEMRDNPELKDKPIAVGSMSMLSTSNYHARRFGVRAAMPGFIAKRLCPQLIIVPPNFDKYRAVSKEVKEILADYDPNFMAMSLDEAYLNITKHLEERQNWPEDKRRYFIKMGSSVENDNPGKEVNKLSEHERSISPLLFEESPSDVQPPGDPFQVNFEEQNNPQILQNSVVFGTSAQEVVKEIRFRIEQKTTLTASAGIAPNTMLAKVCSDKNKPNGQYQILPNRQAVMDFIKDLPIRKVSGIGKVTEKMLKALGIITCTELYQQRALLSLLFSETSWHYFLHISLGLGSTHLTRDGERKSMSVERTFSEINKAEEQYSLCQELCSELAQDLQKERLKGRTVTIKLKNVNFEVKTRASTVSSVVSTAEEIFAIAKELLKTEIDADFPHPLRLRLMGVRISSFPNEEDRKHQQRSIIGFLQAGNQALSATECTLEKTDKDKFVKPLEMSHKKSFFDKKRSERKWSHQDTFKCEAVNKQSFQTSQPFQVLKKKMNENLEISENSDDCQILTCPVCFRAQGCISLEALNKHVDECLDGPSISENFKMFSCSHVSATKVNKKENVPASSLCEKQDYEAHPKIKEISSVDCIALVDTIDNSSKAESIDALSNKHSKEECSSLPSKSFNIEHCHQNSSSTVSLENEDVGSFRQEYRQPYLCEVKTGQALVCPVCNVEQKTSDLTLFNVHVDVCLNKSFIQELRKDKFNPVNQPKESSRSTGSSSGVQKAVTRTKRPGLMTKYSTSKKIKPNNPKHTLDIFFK
#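 Kinetic fluorescence readout at 0 and 10 min followed reaction start with substrate at 50 nM final. Beforehand, enzyme (10 nM Pol kappa) stood 15 min with compound at room temperature; buffer-only wells were negative controls.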
# An asterisk follows results filed as active; i = inactive; ? = inconclusive; . = not tested or not shown; & = joins results of further samples; [ ] = remark or other dose. Unless noted, calls follow the shape of the dose curve; as a rule, active = well fitted curve in the direction sought with a large enough effect; inconclusive = small, poorly fitted or top-dose-only effect, or another doubt; inactive = no such curve, though single readings can be large; an effect the other way counts as inactive or inconclusive. This is a subset (hit frequency here may not be typical).
SMILES	Anesthetic bind	RXFP1 antagonist	Pol beta inh	BLM helicase inh	POLH inh	APE1 inh	POLI inh	PGK inhibitor	Pol kappa inh
COc1ccc(NC(=S)NNC(=O)c2cccs2)cc1	-5%	9	18%	3%	-8%	-1%	23%	-1%	-8%
Cc1c(C)n(CCCN(C)C)c2ncnc(Nc3ccccc3)c12	5%	-5	21%	-13%	-16%	-7%	-6%	-10%	17%
CNS(=O)(=O)c1cn(CC(=O)NCc2cccc(OC)c2)cc1S(=O)(=O)NC	-16%	-1	44%	1%	-12%	-14%	27%	3%	0%
O=C(Nc1ccc(F)cc1)c1csc(Cc2ccccc2)n1	-1%	3	-10%	-19%	-21%	-5%	11%	-5%	-4%
Cc1ccc(/C=C(\C#N)c2nc(-c3ccc(-c4ccccc4)cc3)cs2)cc1	-6%	-16	0%	1%	-13%	.	?	i	?
COc1cc(NC(=O)c2ccccn2)cc(OC)c1OC	-8%	-7	9%	-1%	-10%	-2%	4%	-2%	3%
COCCN(CC1CCCN(C2Cc3ccccc3C2)C1)C(=O)CCC(N)=O (stereo not drawn)	-11%	-12	?	1%	-4%	2%	1%	7%	-10%
O=[N+]([O-])c1ccc(Cl)c(S(=O)(=O)Nc2ccc(-c3ccc(N4CCOCC4)nn3)cc2)c1	.	-19	.	.	?	18%	-12%	-1%	-4%
COCCNC(=O)c1ccc(Cl)c(S(=O)(=O)Nc2cccc(C)c2C)c1	-7%	0	0%	-6%	1%	-3%	25%	i	-5%
Cc1nc(SCC(=O)NC2(C#N)CCCC2)n(CC(C)C)c1C	.	7	.	.	-21%	16%	44%[activator]	-3%	6%
Cc1cccn2c(=O)c(/C=C(\C#N)C(=O)NCc3ccco3)c(N3CCC(C(N)=O)CC3)nc12	-3%	8	0%	-1%	-10%	-2%	21%	1%	-12%
COCCn1c(C)c(C)c(S(=O)(=O)c2ccccc2)c1N	3%	5	10%	-13%	-31%	-11%	41%[activator]	i	-14%
C=CCN=C1S/C(=C/c2ccc([N+](=O)[O-])cc2)C(=O)N1CC=C	-4%	-29	-4%	-1%	-17%	-3%	33%[activator]	3%	1%
CC(C)(C)OC(=O)N1CCN(C(=O)c2[nH]cnc2C(=O)Nc2cccc(Cl)c2)CC1	.	.	.	.	-15%	-3%	20%	-6%	-13%
O=C(COc1ccc(Cl)cc1)NCc1ccc(F)cc1	-1%	-14	-2%	2%	-17%	7%	79%[activator]	-2%	-6%
Cc1ccc(NC(=O)CSc2nnnn2-c2ccc3c(c2)OCO3)cc1C	-5%	-3	28%	-11%	6%	15%	8%	6%	-9%
CCCCc1cc(=O)oc2c(CN(C)C)c(O)ccc12	509%[activator]	7	17%	-1%	6%	2%	?	0%	-13%
Cc1noc(C)c1COc1ccc(C(=O)N2CCCC(C(F)(F)F)C2)cc1 (stereo not drawn)	-15%	-8	1%	-4%	-8%	38%	16%	-5%	-3%
COC(=O)c1scc(-c2ccccc2)c1S(=O)(=O)Nc1ccccc1	?	.	26%	-3%	-13%	.	2%	5%	-10%[60.1 µM]
OCC[C@@H]1C[C@H](O)[C@@H](O)[C@]2(OCCc3ccccc32)O1	-5%	.	19%	1%	-15%	52%[activator]	19%	-6%	10%
C/C=C/c1ccc(Oc2nnnn2-c2ccc(C(=O)O)cc2)c(OC)c1	2%	-9	0%	0%	-7%	6%	-7%	i	-23%
C=CCSc1nc(-c2ccccc2)c(C#N)c(=O)[nH]1	-3%	14	-6%	-2%	-7%	-2%	75%[activator]	-9%	6%
Cc1ccc(-n2nnnc2/C=C\Nc2cc(C)on2)cc1	-11%	-7	37%	-6%	?	-2%	7%	-2%	-3%
Cc1ccc(NC(=O)COC(=O)Cn2ccc(=O)[nH]c2=O)cc1C	.	-5	.	.	-20%	0%	20%	3%	-6%
COc1ccc(N2CC(NS(=O)(=O)c3cccnc3)CC2=O)cc1 (stereo not drawn)	.	0	.	.	2%	8%	14%	-9%	-4%
CCc1c(C(=O)N/N=C/c2ccsc2)csc1C	-15%	5	-12%	-1%	-18%	6%	-4%	-10%	-3%
CCc1nc2nc(C)cc(Nc3cccc(C)c3C)n2n1	-13%	-11	0%	-1%	-15%	.	69%[activator]	8%	-4%
CC(C)(C)c1ccc(Cn2nnc3c(=O)[nH]c(C4CCN(C(=O)c5ccco5)CC4)nc32)cc1	-17%	0	13%	-8%	-19%	-10%	102%[activator]	-5%	-26%
Cc1ccccc1C(=O)Nc1ccc(C(=O)OCc2cc(=O)n3nc(C4CC4)sc3n2)cc1	-12%	-31	-2%	-4%	-8%	.	20%	-8%	-17%[60.1 µM]
CCc1nc(N2CCOCC2)c(C#N)c2c1CCCC2	-15%	-6	?	-1%	-10%	1%	1%	3%	-11%
CCc1ccc(C(=O)NC(Cc2c[nH]c3ccccc23)C(=O)OCC(=O)c2ccc(Br)cc2)cc1 (stereo not drawn)	-2%	-20	6%	-3%	-10%	.	-2%	5%	-21%[60.1 µM]
Cc1onc(-c2ccccc2)c1C(=O)Nc1ccnn1C1CCCCC1	-4%	1	-20%	-1%	0%	0%	11%	5%	-11%
O=C(NCc1cccnc1)c1csc2c1CCCC2	-7%	16	27%	-2%	-9%	12%	152%[activator]	5%	-12%
Cc1ccc(-c2nc(Nc3ccc(O)cc3)c3ccccc3n2)cc1	-2%	-13	5%	-12%	-12%	-20%	24%	9%	-9%
O=C1CCN(Cc2ccc(Cl)cc2)N1	-5%	14	30%	-3%	-6%	-8%	-21%	-8%	-10%
CC(=O)c1cccc(NC(=O)Cn2c(=O)oc3cc(S(=O)(=O)NCc4ccccc4)ccc32)c1	-21%	-9	?	0%	-10%	.	?	i	-2%[60.1 µM]
CN=Cc1cc(-c2ccccc2)sc1O	-9%	-6	1%	1%	2%	-9%	-9%	i	-2%[60.1 µM]
CN1CCC(OC(=O)COc2ccc(F)cc2)CC1	-2%	-10	-25%	1%	-24%	-1%	169%[activator]	0%	-11%
CC(=O)c1c(C)nc(-c2ccccc2)nc1NC(=O)Cc1ccccc1	-14%	3	-5%	1%	-10%	-3%	-17%	-6%	-10%
Cc1onc(-c2ccccc2)c1C(=O)NCc1ccc(Cl)cc1	-12%	-6	63%	-2%	-12%	-8%	13%	i	11%
Cc1ccc(-c2csc(NC(=O)C3CCN(S(=O)(=O)c4cccs4)CC3)n2)cc1	6%	-17	-6%	-8%	-13%	-3%	11%	-2%	-4%
CCN1C(=NCc2cc(OC)c(OC)c(OC)c2)N[C@@H](c2ccccc2)C(C(=O)OC)=C1C	-12%	.	22%	1%	-8%	-3%&-7%	0%	12%	-16%
O=C(NCc1ccco1)C1CC(c2ccc(C(F)(F)F)cc2)=NO1 (stereo not drawn)	.	.	.	.	-6%	.	4%	1%	2%
Cc1nn(C(=O)c2ccccc2)c(C)c1Sc1ccc(Cl)cc1	?	-29	11%	-4%	-6%	.	?	-1%	-8%
CCOc1ccc(C(=O)OC(C)CN2CCN(C)CC2)cc1 (stereo not drawn)	1%	-3	41%	0%	-4%	-7%	49%[activator]	i	-5%
O=C(CCc1nc2cccnc2n1Cc1ccccc1)NCCc1ccc(Cl)cc1	-14%	-1	25%	-3%	-17%	-3%	28%	-9%	-11%
CSc1cccc(NC(=S)N(Cc2ccc(C)cc2)Cc2cccnc2)c1	89%[activator]	-13	3%	-11%	-16%	6%	-20%	i	0%
O=C(C/C=N/OCc1ccc(Cl)cc1Cl)c1ccccc1	-23%	-6	27%	-1%	-6%	-2%	10%	1%	-14%
O=C(COc1ccccc1)N(Cc1cccnc1)c1nc2c(F)cccc2s1	-5%	-19	10%	-8%	9%	.	-1%	0%	-5%[60.1 µM]
Cc1ccc(NC(=O)COC(=O)CCn2c(C)csc2=O)cc1S(=O)(=O)N1CCOCC1	.	-10	.	.	-19%	-8%	14%	-2%	-20%
CCCCn1c(=O)[nH]c(=O)c2c1nc(-c1ccccc1F)n2Cc1ccccc1	-20%	1	-25%	-2%	-18%	9%	-7%	-9%	0%
CCc1ccc(NS(=O)(=O)c2cc(Br)cc3c2N(C(C)=O)CC3)cc1	37%[activator]	-5	10%	-2%	-15%	.	13%	-7%	6%
Cc1nc(N2CCCCC2)c2c(C)c(C(=O)Nc3ccccc3C(F)(F)F)sc2n1	-10%	-15	8%	-18%	?	9%	9%	-1%	-5%
O=S(=O)(Cc1ccccc1)Nc1ccc(S(=O)(=O)N2CCCC2)cc1	-1%	-7	1%	-1%	-15%	6%	27%	2%	-6%
Cc1cc(SCC(=O)NC2(C#N)CCCCC2)nc2c(C)cccc12	.	15	.	.	-15%	16%	10%	0%	-18%
COC(=O)C1=C(C(=O)OC)C(c2ccccc2O)c2sc(=O)[nH]c2S1 (stereo not drawn)	-11%	-13	2%	1%	-3%	-5%	?	-4%	-23%
CC(C)C[C@H](NC(=O)[C@H]1O[C@@H]1C(=O)O)C(=O)NCCCCN=C(N)N	9%	.	.	5%	.	3%	.	.	18%[60.1 µM]
Cc1ccc(Cl)cc1N1CCN(C(=O)CN2C(=O)CSc3c2c(C)nn3-c2ccccc2)CC1	-10%	.	16%	-5%	-16%	.	13%	4%	0%
CCc1nn(CC(=O)NCCc2ccc(OC)cc2OC)c(=O)c2cc3sccc3n12	-11%	2	-1%	-10%	-14%	.	4%	-6%	-7%
COc1ccccc1NS(=O)(=O)c1cc([N+](=O)[O-])ccc1N/N=C/c1sc(N2CCOCC2)nc1-c1ccccc1	-12%	10	-15%	0%	-13%	2%	13%	-10%	-1%
